# Compound activity as filed in PubChem.
# beta cell repl: MIN6 beta-cell proliferation induction; AID 2380; 330,000 compounds, 0.29% hits; proliferation, % at 10 µM; MIN6 cells proliferation, ATPlite luminescence, 48 h; cells starved in 0.2% serum; 100% = growth in 10% serum;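 active = compounds whose signal lies at least 3.5 SD above the mean of all wells on their plate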;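 note: 0% = DMSO-treated cells in low-serum medium and 100% = 10% serum control; some compounds called inactive have numbers as strong as hits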
# MPTP inh: blocks calcium-induced mitochondrial swelling | isolated mouse mitochondria, Ca2+ swelling absorbance, 30 min | inhibition, % at 10 µM | 360,000 compounds, 1.4% hits;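 active = inhibition of 50% or more, scaled per plate between neutral and stimulator controls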;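 note: 0% = DMSO wells given calcium and 100% = 1 mM EGTA wells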
# mIAP block: blocks mouse intestinal alkaline phosphatase; purified mouse IAP, CDP-Star luminescence, 30 min; inhibition, % at 10 µM; 330,000 compounds, 0.2% hits;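 active = inhibition of at least 40% at 10 µM in the primary screen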;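 note: plate controls were DMSO with enzyme for no effect and no enzyme wells for full effect; values of inactives mirror those of a sister screen read the other way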
# APOBEC3A inh: inhibitors of human APOBEC3A DNA deaminase. inhibition, % at 20 µM. P31941. recombinant A3A, FAM/TAMRA ssDNA deamination fluorescence. AID 493011. 330,000 compounds, 0.41% hits;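 active = at least 40% inhibition at 20 µM here, with at most 30% in a related deaminase screen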;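 note: plate controls were A3A with DMSO for no effect and wells lacking A3A enzyme for full effect; some results filed as inactive read as strong as hits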
# Target sequence (P31941 whole entry, looked up): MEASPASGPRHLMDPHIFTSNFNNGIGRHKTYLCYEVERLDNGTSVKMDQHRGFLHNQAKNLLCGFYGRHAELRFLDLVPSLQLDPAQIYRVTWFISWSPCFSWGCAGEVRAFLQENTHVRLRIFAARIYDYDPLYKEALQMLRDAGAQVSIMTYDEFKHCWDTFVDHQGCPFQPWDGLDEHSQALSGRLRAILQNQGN
# A3G deaminase: blocks human APOBEC3G single-stranded DNA deamination; inhibition, % at 20 µM; Q9HC16; recombinant A3G, ssDNA deamination FAM/TAMRA fluorescence; 330,000 compounds, 0.28% hits;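 active = inhibition of at least 40% at 20 µM, with no more than 30% in the related APOBEC3A deaminase screen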;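 note: plate controls were DMSO wells with A3G for no effect and wells lacking A3G enzyme for full effect; some compounds called inactive have numbers as strong as hits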
# hIAP act: increases human intestinal alkaline phosphatase activity. P09923. purified human IAP, CDP-Star luminescence, 30 min; stronger effect = higher value; 1 = vehicle-only enzyme, 0 = enzyme-free background. activation factor at 10 µM. 330,000 compounds, 0.16% hits. AID 2524;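 active = activation factor of the enzyme at least 2-fold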; note: the source names both 10 and 20 µM as test concentration; values of inactives mirror those of a sister screen read the other way
# ATG4B inhibitor: ATG4B (human) cysteine protease inhibition | Q9Y4P1 | ATG4B cleavage of LC3-PLA2, NBD-HPC fluorescence, 1 h | inhibition, % at 8.33 µM | 340,000 compounds, 0.51% hits | AID 504462; in the data active = inhibition above about 40%
# Target sequence (Q9Y4P1 whole entry, looked up): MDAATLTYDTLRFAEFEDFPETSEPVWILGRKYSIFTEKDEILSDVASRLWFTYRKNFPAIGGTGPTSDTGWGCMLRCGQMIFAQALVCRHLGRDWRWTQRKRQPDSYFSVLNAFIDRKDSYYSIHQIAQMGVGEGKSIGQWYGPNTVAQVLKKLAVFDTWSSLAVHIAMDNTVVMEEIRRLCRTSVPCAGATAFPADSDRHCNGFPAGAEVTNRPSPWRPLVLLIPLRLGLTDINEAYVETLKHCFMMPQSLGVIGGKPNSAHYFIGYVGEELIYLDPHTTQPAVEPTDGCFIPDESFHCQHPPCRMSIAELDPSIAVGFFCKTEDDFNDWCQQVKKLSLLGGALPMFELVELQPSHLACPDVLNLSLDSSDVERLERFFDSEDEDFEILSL
# mIAP act: increases mouse intestinal alkaline phosphatase activity; AID 2805; muIAP, CDP-Star luminescence, 30 min; stronger effect = higher value; 1 = vehicle-only enzyme signal, 0 = enzyme-free wells; 330,000 compounds, 0.24% hits; activation factor at 10 µM;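 active = activation factor of at least 2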; note: the source names both 10 and 20 µM as test concentration; values of inactives mirror those of a sister screen read the other way
#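 Assay system: mouse IAP enzyme; reagent: chemiluminescent substrate CDP-Star; dosing: test compounds delivered from DMSO solution; schedule: 30 min at room temperature; measured by: luminescence from enzymatic CDP-Star hydrolysis; controls: DMSO-only wells and no-enzyme negative control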
# hIAP block: human IAP inhibition; P09923; purified IAP, CDP-Star luminescence, 30 min; inhibition, % at 10 µM; 330,000 compounds, 0.12% hits;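 active = inhibition reaching a set limit with compound at 10 µM in the primary screen, cut at about 35% in these data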;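 note: plate controls were DMSO wells with enzyme for no effect and no-enzyme buffer wells for full effect; values of inactives mirror those of a sister screen read the other way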
# Active calls of the source: *. This is a random part of the collection, and some 3.3% of all compounds hit somewhere here.
SMILES,beta cell repl,MPTP inh,mIAP block,APOBEC3A inh,A3G deaminase,hIAP act,ATG4B inhibitor,mIAP act,hIAP block
CCN(c1ccccc1)S(=O)(=O)c1cccc(C(=O)Nc2ccc(C)cn2)c1,1,-2.0,17,-3,-8,1.2,-2,0.83,-18
Cn1c2c(c(=O)n(C)c1=O)CN(CC1CCCO1)CN2 (configuration not stated),-3,-0.5,8,-1,-1,1.1,-3,0.92,-7
O=C1N/C(=C/c2ccc(N3CCOCC3)cc2)C(=O)N1Cc1ccc(F)cc1,1,1.8,2,1,0,1,-2,0.98,0
Cc1ccc(Sc2ncccc2[N+](=O)[O-])cc1,0,0.3,5,-9,-7,1.1,2,0.95,-8
COCCNC(=O)CN(c1cc(C(F)(F)F)ccc1Cl)S(C)(=O)=O,-2,-1.1,3,-3,-10,0.82,6,0.97,18
COc1ccccc1C(=O)COC(=O)C1CCN(S(=O)(=O)c2ccc(C)c(C)c2)CC1,2,0.4,-3,-1,-2,0.97,9,1,3
Cc1ccc(C(CC(=O)N2CCNCC2)c2ccccc2)c(O)c1C (configuration not stated),-6,0.4,2,-5,-7,0.91,3,0.98,9
[O-]C1=N/[N+](=C/c2ccc(Cl)c(Cl)c2)CC1,0,1.0,6,-4,-6,0.99,6,0.94,1
COc1cc(NC(=O)c2ccc([N+](=O)[O-])cc2)ccc1NC(=O)C(C)C,-1,-1.0,7,0,-4,1.1,-10,0.93,-9
CCOC(=O)c1sc(=NC(=O)/C=C/c2cccs2)n(C)c1C,0,1.4,10,2,1,1,-4,0.9,-2
O=C(c1ccccc1)N1CCN(C(=O)C23CC4CC(CC(C4)C2)C3)CC1,-3,-1.0,-6,1,0,1,-3,1.1,0
Cc1onc(-c2c(F)cccc2Cl)c1C(=O)NCCc1ccc(S(N)(=O)=O)cc1,0,-0.8,-1,2,-4,0.93,0,1,8
O=C(Nc1ccccc1N1CCCCC1)c1ccc([N+](=O)[O-])o1,-5,0.2,14,-1,-5,0.82,15,0.86,18
Cc1c(Br)c(C(F)(F)F)nn1CC(=O)NCCN1CCOCC1,-1,-1.1,-13,-4,-3,1.1,-6,1.1,-10
COc1ccc(N2Cc3cccc(C(=O)N4CCOCC4)c3C2=O)cc1,-1,2.9,2,-6,-7,1.1,-5,0.98,-12
Cc1ccc(S(=O)(=O)N(C)C2(C)CCS(=O)(=O)C2)cc1 (configuration not stated),2,0.0,-2,0,-5,0.97,5,1,3
FC(F)(F)c1ccc(Cl)c(NC2=NCCCCC2)c1,-3,0.8,-5,1,-7,1,4,1,-1
COc1ccc([C@H]2CC(=O)C=C(c3cccc(C#N)c3)C2)cc1,-1,0.5,5,0,-2,0.87,3,0.95,13
CCCOc1ccc(C(=O)NNC(=S)NC(=O)c2cccs2)cc1,-7,39,4,-1,6,1.2,2,0.96,-18
c1ccc(Cn2nnnc2CN2CCOCC2)cc1,-3,-0.9,-8,-4,-5,1.1,-5,1.1,-8
COc1cc(C(=O)OCC(=O)Nc2c(F)c(F)c(F)c(F)c2F)cc(OC)c1OC,-2,0.6,-3,5,0,0.87,-2,1,13
O=C(NC1CCCC1)C(NS(=O)(=O)c1cccc2nsnc12)c1ccccc1 (configuration not stated),-2,0.5,-1,1,-1,0.87,-1,1,13
CC(=O)c1c(C)[nH]c(C(=O)NCc2cccs2)c1C,-1,-0.8,29,-1,-5,0.94,2,0.71,6
COc1cccc(CNC(=O)CN2C(=O)NC(c3ccccc3)(c3ccccc3)C2=O)c1,-2,-1.5,-6,-3,-11,0.9,1,1.1,10
Cc1cc(Cl)c(S(N)(=O)=O)cc1OCC(N)=O,-3,-4.5,3,-1,-2,1,-10,0.97,-3
CSc1ccc(Cl)c(C(=O)OCC(=O)N2CCN(c3ccccc3)CC2)c1,-4,-1.0,12,0,-4,0.93,-15,0.88,7
Cc1ccn2c(NC(=O)c3ccco3)c(-c3ccccc3)nc2c1,-2,15,-10,-1,-2,0.96,-4,1.1,4
CCc1cc2c(SCC#N)ncnc2s1,6,0.2,6,-2,-6,1,-5,0.94,-2
Cc1ccc(-n2nc3c(c2NC(=O)CCC2CCCCC2)CS(=O)C3)cc1 (configuration not stated),0,1.9,-11,-1,-6,0.9,-7,1.1,10
Fc1ccccc1Nc1n[nH]c(=S)s1,-3,-1.1,2,-2,38,0.9,-2,0.98,10
CCc1ccc(S(=O)(=O)NCc2csc(C)n2)cc1,-3,-1.2,-2,-4,-9,0.98,5,1,2
CN(C)c1nnnn1-c1cccc(Oc2ncc(C(F)(F)F)cc2Cl)c1,-4,-1.0,8,-3,-8,0.86,-1,0.92,14
Cc1cc(N/N=C/c2ccc(N(C)C)cc2)nc(NCc2ccccc2)n1,-4,60*,-7,4,7,1,-3,1.1,-2
CCc1nnc(NC(=O)Cn2nc(-c3ccc(OC)c(OC)c3)ccc2=O)s1,-2,0.3,2,1,0,0.93,-13,0.98,7
CC(=O)COC(=O)c1cc(-c2ccc(C)cc2)nc2ccccc12,-5,0.5,9,-1,-5,0.93,-9,0.91,7
Cc1cc(NC(=S)Nc2ccc(C)c(Cl)c2)n[nH]1,-2,-0.9,9,1,-3,1.5,40,0.91,-47
COC(=O)CCN1CCC(c2cc(-c3cccc(C(F)(F)F)c3)n[nH]2)CC1,-1,0.3,-3,0,-5,0.96,1,1,4
CN(C(=O)CSc1nc2cc(Cl)ccc2c(=O)n1Cc1ccco1)C1CCS(=O)(=O)C1 (configuration not stated),-3,-1.5,7,1,0,1.1,0,0.93,-7
COc1cccc(NC(=O)CC(C)=O)c1,-1,-2.1,8,-3,-9,1,-5,0.92,-1
Cc1cc(C)cc(N(CC(=O)N2CCn3c2nc2ccccc23)S(=O)(=O)c2c(C)noc2C)c1,-4,4.2,-18,-3,-6,1.1,-12,1.2,-7
COc1ccc(NC(=O)CN(C)CC(=O)Nc2cccc3ccccc23)c(OC)c1,1,-1.8,-3,0,-5,1.1,-2,1,-13
CCCNC(=O)COC(=O)c1cc(-c2ccc(OC)cc2)nc2ccccc12,-5,-1.5,1,3,-2,0.88,-7,0.99,12
CC(C)n1c(=S)[nH]c2c1c(=O)[nH]c(=O)n2C,-3,-0.1,3,-7,0,1,3,0.97,-3
CC1CCN(C(=O)c2cc(Cl)ccc2NC(=O)c2ccco2)CC1,-3,-1.4,0,-3,-10,1.1,-4,1,-9
C=CCOc1ccc(-c2nc3c(c(=O)[nH]c(=O)n3Cc3ccccc3)n2CCCOC)cc1,-2,-0.2,8,-4,-5,1.1,-4,0.92,-7
CCOc1ccc2[nH]c(C)cc(=O)c2c1,-1,-2.8,-1,-1,-1,1.1,4,1,-12
Cc1cc(=O)oc2cc(OCC(=O)Nc3nnc(C(C)C)s3)ccc12,-2,1.1,1,2,-2,0.91,-6,0.99,9
CC(=O)c1ccc(S(=O)(=O)NC2CC(=O)N(c3ccc(C)c(C)c3)C2)cc1 (configuration not stated),-2,0.8,-2,0,-2,0.92,-2,1,8
CCOC(=O)c1[nH]c2cc(OC)c(OC)cc2c1NC(=O)c1nonc1C,2,1.5,0,1,0,1.1,-5,1,-5
C=CCN1C2=NCCCN2c2ccccc21,-1,-0.8,-6,-3,-4,1.1,0,1.1,-12
O=C(COC(=O)c1ccc(Br)o1)NCc1ccccc1Cl,1,-0.5,-1,0,-8,1.1,10,1,-5
COc1ccc(-c2cn(Cc3ccc([N+](=O)[O-])cc3)nn2)cc1,-3,-1.5,-8,7,15,1.1,-1,1.1,-6
CCOC(=O)/C(=C\c1cn(C)c2ccccc12)[N+](=O)[O-],1,-0.1,2,-1,-2,0.91,-4,0.98,9
O=C(CN(Cc1cccs1)C(=O)CNS(=O)(=O)c1ccc(F)cc1)NCC1CCCO1 (configuration not stated),2,-0.9,-3,1,-12,1.1,-7,1,-7
O=S(=O)(Nc1cc(Cl)ccc1-n1cncn1)c1cc(Br)ccc1Br,-8,66*,-2,0,-9,0.98,-8,1,2
NS(=O)(=O)c1cccc(NC(=O)COC(=O)CSCc2ccccc2)c1,0,-0.1,-5,-8,-6,1.2,3,1,-23
